From PubChem
proCasp3 act: activators of human procaspase-3. activation, % at 8.5 µM. P42574. recombinant procaspase-3 D3A, Ac-DEVD-pNA absorbance 405 nm. 330,000 compounds, 0.11% hits;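 active = activation above the mean of all tested compounds plus 3 SD, cut at about 21% in these data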;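 note: 0% = DMSO alone and 100% = DMSO wells spiked with extra 5 µM PC-3 D3A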
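Compound: 8.5 µM single point, 0.8% DMSO / Material: Autoprocessing-dead procaspase-3 D3A mutant enzyme / Timing: 1 h preincubation plus 2 h reaction at 25 °C / Medium: Zinc-free HEPES/NaCl buffer with 0.01% Triton X-100 at pH 7.4 / Technique: 405 nm absorbance of p-nitroaniline, reads at 0 and 120 min / Repeats: one well per compound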
ZTA counter: blocks Epstein-Barr virus ZTA, an EBNA-1 counter-screen. P03206. 320,000 compounds, 0.15% hits. ZTA-DNA binding, fluorescence polarization. inhibition, % at 11 µM. AID 2234; in the data active = inhibition above about 33%
proCasp7 act: activates human procaspase-7, counter-screen for procaspase-3 activators | recombinant procaspase-7, Ac-DEVD-pNA absorbance 405 nm; D23A/D198A/D206A triple mutant, cannot self-cleave; scale: DMSO 0, 5 µM enzyme 100 | activation, % at 8.5 µM | P55210 | 330,000 compounds, 0.093% hits;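 active = percent activation above the screen-wide mean plus 3 SD, cut at about 25% in these data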
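Assay system – Uncleavable procaspase-7 mutant enzyme · Quantity – 2 µM procaspase-7 mutant as dispensed · Times – 1 h preincubation, 2 h reaction · Dosing – single nominal 8.5 µM compound dose, 0.8% DMSO final · Buffer or medium – Zinc-free 50 mM HEPES buffer, pH 7.4, with NaCl and Triton X-100 · Detection – Epi-absorbance of released pNA at 405 nm, two timepoints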
RPL19A-GFP yeast: modulators of TOR pathway RPL19A-GFP in S. cerevisiae; S. cerevisiae RPL19A-GFP strain, flow cytometry, 3 h; hits give low values; percent response vs DMSO, % at 10 µM; 330,000 compounds, 0.3% hits;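 active = percent response vs DMSO below 50%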;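 note: median channel GFP fluorescence of the barcoded RPL19A-GFP strain; ratio of sample median GFP to plate DMSO average so 100% = DMSO; lower means less RPL19A-GFP as with rapamycin TOR inhibition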
MEP2-GFP yeast: yeast TOR pathway MEP2-GFP modulation | 330,000 compounds, 0.51% hits | AID 2016 | S. cerevisiae MEP2-GFP strain, flow cytometry GFP, 3 h; 100% = DMSO control level | GFP response vs DMSO, % at 10 µM;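 active = GFP response versus DMSO above a set limit, roughly screen mean plus 3 SD, cut at about 180% in these data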;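 note: median GFP fluorescence of the barcode-gated MEP2-GFP cells per well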
LAP4-GFP MLPCN: yeast TOR pathway LAP4-GFP modulation; S. cerevisiae LAP4-GFP multiplex, flow cytometry GFP, 3 h; median GFP as percent of DMSO wells; 320,000 compounds, 0.34% hits; GFP response vs DMSO, % at 10 µM;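 active = GFP response vs DMSO above a set limit, about the screen mean plus 3 SD, cut at about 150% in these data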
EBNA-1 inh: blocks EBNA-1 binding to DNA. 300,000 compounds, 0.34% hits. EBNA-1 DNA binding, fluorescence polarization. inhibition, % at 14.8 µM; in the data active = inhibition above about 28%
AHR act: activates the human aryl hydrocarbon receptor. P35869. AHR-responsive luciferase reporter cells, luminescence. activation, % at 5 µM. 320,000 compounds, 2.5% hits. AID 2796; in the data active = activation above about 47%;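 note: 0% = vehicle wells and 100% = reference agonist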
* = called active by the depositor; . = no result given. Not a hit list; any-hit rate near 3.8%.

SMILES | proCasp3 act | ZTA counter | proCasp7 act | RPL19A-GFP yeast | MEP2-GFP yeast | LAP4-GFP MLPCN | EBNA-1 inh | AHR act
COc1ccc(OC)c(N(CC(=O)NCCc2ccc(OC)c(OC)c2)S(=O)(=O)c2ccccc2)c1 | 8 | 5 | -2 | 101 | 97 | 95 | 4 | -2
O=C(Cn1cnc2c(nc3n2CCCCC3)c1=O)Nc1cccc(C(F)(F)F)c1 | 2 | -10 | 14 | 100 | 98 | 92 | 10 | -1
Cc1cccc(/C=N/NC(=O)c2cc(Br)ccc2O)n1 | 5 | 2 | -7 | 102 | 97 | 91 | -17 | 15
CCCOc1ccc(-c2cnc(N)s2)cc1 | 0 | -4 | 0 | 88 | 92 | 87 | -6 | 0
Cc1ccc(S(=O)(=O)N(C)C)cc1NC(=O)COC(=O)CCC1CCCCC1 | 4 | -3 | 5 | 102 | 100 | 97 | -3 | 3
O=C(NCc1ccccc1Cl)C1CCC(=O)N(C2CC2)C1 (stereo not given) | 2 | 8 | -2 | 100 | 98 | 108 | 0 | -2
NS(=O)(=O)c1ccc(CCNC(=O)C2CCN(S(=O)(=O)c3cccc4cccnc34)CC2)cc1 | -4 | -3 | -6 | 103 | 103 | 106 | -4 | 3
CCn1cc(C2=NC(C(C)C)CO2)c2ccccc21 (stereo not given) | 5 | 5 | -2 | 96 | 100 | 94 | 15 | 53*
Cc1c(CC=C(Cl)Cl)c(=O)[nH]c2c(C)cccc12 | -4 | -10 | 0 | 100 | 100 | 94 | -3 | 9
CC(C)(C)C(=O)NC1(C(F)(F)F)NC(=O)N(Cc2ccccc2)C1=O (stereo not given) | -2 | 1 | 8 | 100 | 97 | 108 | -4 | 0
COc1cccc(C2CC(=O)Nc3c2c(=O)[nH]c2ncnn32)c1 (stereo not given) | -1 | 7 | 4 | 98 | 96 | 99 | 5 | 1
Oc1ccc(-c2cnc3ccccc3n2)cc1 | 7 | 10 | 0 | 93 | 95 | 128 | 2 | -2
O=C(/C=C/c1ccc2c(c1)OCO2)Nc1nc2ccc(F)cc2s1 | 6 | -5 | 2 | 97 | 98 | 98 | 3 | 9
CCCCCNC(=O)c1ccc2c(=O)[nH]c3c(C(=O)NCC4CCCO4)sc(=S)n3c2c1 (stereo not given) | -1 | 5 | -6 | 97 | 103 | 107 | 1 | 2
Cc1nc(S(=O)(=O)c2ccc(Cl)cc2Cl)nc2c1CCC2 | 3 | -8 | 3 | 99 | 104 | 99 | -10 | 2
COC(=O)C1=C(N)OC2=C(C(=O)CC(C)(C)C2)C1c1cccnc1 (stereo not given) | 6 | 14 | -6 | 100 | 99 | 102 | 6 | 1
C#CCN(C#N)c1nc(NCC)nc(NC(C)C)n1 | -4 | -26 | -2 | 107 | 103 | 107 | -11 | 0
COc1ccc(-n2nc(C(=O)NCC(=O)N3CC(C)CC(C)C3)c3ccccc3c2=O)cc1 (stereo not given) | -2 | 9 | 2 | 100 | 91 | 106 | 5 | -2
CCOC(=O)N1CCC(=NNC(=O)COc2ccc(C#N)cc2)CC1 | 5 | -14 | 0 | 102 | 102 | 99 | -7 | 3
Cc1cc(-c2ccc(C)c(S(=O)(=O)Nc3ccc(S(N)(=O)=O)cc3)c2)on1 | 3 | 0 | 4 | 99 | 96 | 91 | -13 | -2
COC(=O)Cc1ccc(NC(=S)NCCSc2ccc(Cl)cc2)cc1 | -2 | -3 | 2 | 94 | 98 | 116 | 5 | 8
Cc1ccc(CN2CCN(Cc3cccn3-c3nccs3)CC2CCO)cc1 (stereo not given) | 4 | 3 | -11 | 103 | 103 | 108 | -3 | -1
CCOC(=O)c1cc(CC)sc1NC(=O)COC | -1 | 5 | -3 | 93 | 97 | 103 | 3 | -1
Cc1ccc(C)c(-c2cc(C(=O)NNC(=S)NCC(C)C)c3ccccc3n2)c1 | 0 | 19 | -3 | 101 | 93 | 86 | -4 | 6
O=C(O)c1cc(-c2ccc(/C=N/NC(=S)Nc3ccccc3)o2)ccc1Cl | -24 | -19 | -18 | 92 | 99 | 100 | 8 | 19
CC(C)(C)C1=CC(=O)C(=O)C(C(C)(C)C)=C1 | -3 | -11 | -6 | 103 | 104 | 121 | 4 | -2
CCOC(=O)C1=C(C)N(CC)C(=S)NC1c1ccccc1OC(F)F (stereo not given) | 6 | -11 | 9 | 104 | 109 | 104 | -3 | 0
Fc1ccccc1-c1ccc(/C=N/Nc2nc3ccccc3[nH]2)o1 | -1 | -7 | -16 | 104 | 102 | 109 | -8 | 84*
Cc1cccc(NC(=O)Nc2ccc3c(c2)CCC3)c1 | -4 | 10 | -3 | 109 | 107 | 103 | 8 | 2
Cc1cc(NC(=O)C(C)SCC(=O)Nc2ccccc2N2CCCCC2)no1 (stereo not given) | 3 | -16 | 3 | 98 | 87 | 96 | -8 | 1
COc1ccc(CN2C(=O)CSC2c2ccncc2)cc1 (stereo not given) | -4 | 0 | 12 | 100 | 104 | 112 | 4 | 0
CCOC(=O)c1sc(NC(=O)CSc2n[nH]c(CC)n2)nc1C | -2 | -15 | 3 | 90 | 92 | 94 | 1 | -1
COc1ccc(N(C(=O)COc2ccccc2)C2C=CS(=O)(=O)C2)c(OC)c1 (stereo not given) | 2 | 5 | 5 | 102 | 101 | 102 | 0 | 0
COCCn1c(C)cc(C(=O)COC(=O)c2ccc(S(=O)(=O)N(C)C)cc2)c1C | -8 | . | 1 | 100 | 98 | 91 | . | 0
CCCCCc1nnc(NC(=O)Cn2cnc3ccccc3c2=O)s1 | 12 | 0 | 0 | 106 | 106 | 113 | 5 | 3
Cc1ccccc1NC(=O)CCc1c(C)nn(-c2ccc(N3CCOCC3)nn2)c1C | 0 | -6 | 2 | 98 | 95 | 90 | 0 | 1
O=C(O)CCCNc1n[nH]c(=O)[nH]c1=O | 3 | 12 | 3 | 104 | 116 | 106 | -11 | -1
COc1ccc(/C=N/NC(=O)c2cc(C)oc2C)cc1OC | 0 | 9 | 5 | 100 | 103 | 132 | 4 | 17
CCC(C)c1ccccc1NC(=O)c1cc2cccc([N+](=O)[O-])c2[nH]1 (stereo not given) | 3 | 1 | 0 | 94 | 95 | 138 | 5 | 55*
COc1ccc(CNC(=O)COC(=O)c2c(-c3c(F)cccc3Cl)noc2C)cc1OC | -1 | -2 | -1 | 103 | 102 | 99 | -2 | 1
CCc1ccc(N2C(=O)c3cc(N4CCOCC4)c([N+](=O)[O-])cc3C2=O)cc1 | -1 | 2 | 15 | . | . | . | 16 | -3
CN1CCN(c2ccc(NC(=O)c3ccc(-c4ccc(Br)cc4)o3)cc2)CC1 | -6 | 4 | -4 | 98 | 107 | 120 | 8 | -1
Cc1nc2ccccn2c1C(=O)NNC(=S)Nc1ccc(Cl)cc1 | 6 | -2 | -5 | 100 | 106 | 98 | 5 | 44
Cc1nc(NC(=O)CN2CCOCC2)sc1-c1ccccc1 | -11 | 0 | 9 | 98 | 103 | 100 | 2 | 7
CCN1C(=O)[C@H]2[C@@H](c3ccc(C)cc3)N3C(=O)N(c4cccc(Br)c4)C(=O)[C@@]3(CC(C)C)[C@H]2C1=O | 11 | -33 | 2 | 102 | 95 | 101 | -10 | 1
CC1CC(C)CN(C(=O)CCNS(=O)(=O)c2cccs2)C1 (stereo not given) | -9 | -10 | 4 | 103 | 96 | 87 | -5 | 6
O=S1(=O)CC(O)C(N2CCCCC2)C1 (stereo not given) | 0 | 4 | 13 | 104 | 106 | 100 | -16 | 3
COc1ccnc(Oc2cccc(C(F)(F)F)c2)c1C(=O)N/C=N/OCc1ccccc1F | 5 | -6 | -5 | 88 | 91 | 89 | 6 | 3
O=C(c1ccc2c(=O)n(Cc3ccccc3Cl)c(=S)[nH]c2c1)N1CCCC1 | 4 | -8 | 8 | 96 | 121 | 93 | -3 | 1
O=C(Nc1ccccn1)NC(C(F)(F)F)C(F)(F)F | -6 | 11 | -8 | 104 | 100 | 100 | 9 | 6
CC(C)c1nnc(SCC(=O)Nc2ccc3c(c2)OCCO3)n1C | -9 | -24 | 2 | 96 | 100 | 102 | 10 | 3
CCCc1nc(SCC(=O)c2ccc(OC)cc2)c2ccccc2n1 | -10 | -5 | -24 | 100 | 98 | 113 | -4 | -1
COc1ccc(N2CCN(C(=O)c3ccc(NS(=O)(=O)c4ccccc4)cc3)CC2)cc1 | 8 | -3 | 3 | 99 | 102 | 102 | -3 | 18
Cc1ccccc1C(=O)NCCCNC(=O)c1cnccn1 | -2 | -10 | -11 | 102 | 99 | 87 | -3 | 1
CCc1c(C)c2c(C)nn(-c3ccccc3)c2[nH]c1=O | 1 | 8 | 4 | 100 | 95 | 104 | -3 | 97*
O=C(CNc1cccc([N+](=O)[O-])c1)N/N=C/c1ccc(F)cc1 | 4 | -20 | 4 | 94 | 91 | 97 | -3 | 8
CCOc1cc(/C=C(\C#N)C(=O)NCc2cccnc2)ccc1O | -11 | 8 | -27 | 111 | 106 | 78 | 15 | 3
Cc1nn2c(N3CCOCC3)cc(C(C)(C)C)nc2c1-c1ccccc1 | 1 | 9 | -6 | 103 | 115 | 108 | 13 | 2
CC(C)(C)CNC(CO)C12CC3CC(CC(C3)C1)C2 (stereo not given) | 2 | 12 | 5 | 102 | 98 | 100 | 1 | -1
O=C(Cn1c(C2CC2)nc2ccccc2c1=O)Nc1ccc(Br)cc1 | 17 | -7 | 0 | 102 | 99 | 99 | -5 | 1

Some of these compounds in order of length of the SMILES, ascending.
SMILES | proCasp3 act | ZTA counter | proCasp7 act | RPL19A-GFP yeast | MEP2-GFP yeast | LAP4-GFP MLPCN | EBNA-1 inh | AHR act
O=C(Nc1ccccn1)NC(C(F)(F)F)C(F)(F)F | -6 | 11 | -8 | 104 | 100 | 100 | 9 | 6
CCCc1nc(SCC(=O)c2ccc(OC)cc2)c2ccccc2n1 | -10 | -5 | -24 | 100 | 98 | 113 | -4 | -1
Cc1nn2c(N3CCOCC3)cc(C(C)(C)C)nc2c1-c1ccccc1 | 1 | 9 | -6 | 103 | 115 | 108 | 13 | 2
O=C(CNc1cccc([N+](=O)[O-])c1)N/N=C/c1ccc(F)cc1 | 4 | -20 | 4 | 94 | 91 | 97 | -3 | 8
COc1ccc(N2CCN(C(=O)c3ccc(NS(=O)(=O)c4ccccc4)cc3)CC2)cc1 | 8 | -3 | 3 | 99 | 102 | 102 | -3 | 18

Additional entries follow.
SMILES | proCasp3 act | ZTA counter | proCasp7 act | RPL19A-GFP yeast | MEP2-GFP yeast | LAP4-GFP MLPCN | EBNA-1 inh | AHR act
CCOC(=O)/C=C1\SCC(=O)N1Cc1nnc(-c2ccccc2Br)o1 | 1 | -4 | 9 | . | 289* | 94 | 1 | 9
CN(CC(=O)Nc1ccccc1Cl)C(=O)COC(=O)C1=COCCO1 | 0 | -2 | -4 | 96 | 114 | 103 | 0 | 1
CCCc1nc2oc3c(OCC)ncnc3c2c2c1COC(C)(C)C2 | 1 | -15 | -1 | 91 | 95 | 99 | -6 | 1
COc1ccc(N2C(=O)CC(n3cnc4ccccc43)C2=O)cc1 (stereo not given) | -5 | 4 | -9 | 101 | 96 | 86 | -1 | -2
CC(=O)OCN(C#N)c1nc(N(C)C)nc(N(C)C)n1 | 5 | 5 | 2 | 103 | 111 | 100 | 7 | 3
O=C(CCCCCn1nnc2ccccc2c1=O)Nc1ccccc1Cl | 3 | -2 | 2 | 96 | 99 | . | -11 | 3
O=C(OCC1CC(c2ccccn2)=NO1)c1ccc(Br)cc1 (stereo not given) | 0 | -13 | 6 | 100 | 100 | 113 | 1 | 5
